# EBNA-1 inh: blocks EBNA-1 binding to DNA. EBNA-1 DNA binding, fluorescence polarization. inhibition, % at 14.8 µM. hit rate 0.34% among 300,000. AID 1950; in the data active = inhibition above about 28%
# AHR act: activators of human aryl hydrocarbon receptor | P35869 | AHR-responsive luciferase reporter cells, luminescence | activation, % at 5 µM | hit rate 2.5% among 320,000; in the data active = activation above about 47%;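 also: 0% = vehicle wells and 100% = reference agonist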
# MEP2 TOR yeast: yeast TOR pathway MEP2-GFP modulation. S. cerevisiae MEP2-GFP strain, flow cytometry GFP, 3 h; 100% = DMSO control level. GFP response vs DMSO, % at 10 µM. hit rate 0.51% among 330,000. AID 2016;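 active = GFP response versus DMSO above a set limit, roughly screen mean plus 3 SD, cut at about 180% in these data; inconclusive = fewer than 70 cells counted for a yeast strain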;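 also: median GFP fluorescence of the barcode-gated MEP2-GFP cells per well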
# procasp3 activ: activators of human procaspase-3. P42574. recombinant procaspase-3 D3A, Ac-DEVD-pNA absorbance 405 nm. activation, % at 8.5 µM. hit rate 0.11% among 330,000;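 active = activation above the mean of all tested compounds plus 3 SD, cut at about 21% in these data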;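 also: 0% = DMSO alone and 100% = DMSO wells spiked with extra 5 µM PC-3 D3A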
#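 Technique: 405 nm absorbance of p-nitroaniline, reads at 0 and 120 min; Test system: Procaspase-3 D3A mutant; Incubation: 1 h enzyme-compound preincubation, then 2 h substrate reaction, 25 °C; Repeats: singlicate, each compound tested once; Benchmarks: low control DMSO wells, high control DMSO plus 5 µM PC-3 D3A.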
# RPL19A-GFP yeast: modulators of TOR pathway RPL19A-GFP in S. cerevisiae; S. cerevisiae RPL19A-GFP strain, flow cytometry, 3 h; hits give low values; percent response vs DMSO, % at 10 µM; hit rate 0.3% among 330,000;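 active = percent response vs DMSO below 50%; inconclusive = fewer than 70 events counted for the yeast strain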;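 also: median channel GFP fluorescence of the barcoded RPL19A-GFP strain; ratio of sample median GFP to plate DMSO average so 100% = DMSO; lower means less RPL19A-GFP as with rapamycin TOR inhibition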
# ZTA counter: counter-screen for EBNA-1 inhibitors: inhibitors of Epstein-Barr virus ZTA | P03206 | ZTA-DNA binding, fluorescence polarization | inhibition, % at 11 µM | hit rate 0.15% among 320,000 | AID 2234; in the data active = inhibition above about 33%
# LAP4-GFP MLPCN: modulators of TOR pathway LAP4-GFP in S. cerevisiae. S. cerevisiae LAP4-GFP multiplex, flow cytometry GFP, 3 h; median GFP as percent of DMSO wells. hit rate 0.34% among 320,000. GFP response vs DMSO, % at 10 µM;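 active = GFP response vs DMSO above a set limit, about the screen mean plus 3 SD, cut at about 150% in these data; inconclusive = under 70 cell events counted for the yeast strain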
# procasp7 counter: activates human procaspase-7, counter-screen for procaspase-3 activators; P55210; recombinant procaspase-7, Ac-DEVD-pNA absorbance 405 nm; D23A/D198A/D206A triple mutant, cannot self-cleave; scale: DMSO 0, 5 µM enzyme 100; activation, % at 8.5 µM; hit rate 0.093% among 330,000; AID 463210;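 active = percent activation above the screen-wide mean plus 3 SD, cut at about 25% in these data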
#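 Detection: p-Nitroaniline absorbance at 405 nm, read at 0 and 120 min; system: Uncleavable procaspase-7 mutant enzyme; evaluation: % activation from two-timepoint absorbance difference, scaled to controls; times: 1 h enzyme–compound preincubation and 2 h substrate reaction, both 25 °C; buffer or medium: Zinc-free HEPES pH 7.4 with 300 mM NaCl, 0.01% Triton X-100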
# The depositor's hits bear a star; ? = inconclusive; nt = no result given; [ ] = another dose, or the depositor's remark.
Structure	EBNA-1 inh	ZTA counter	AHR act	procasp7 counter	procasp3 activ	MEP2 TOR yeast	LAP4-GFP MLPCN	RPL19A-GFP yeast
O=C(NNC(=O)c1ccccc1C(=O)O)c1ccc(O)cc1	4	-14	2	-1	0	100	98	101
O=C(O)c1[nH]c2ccccc2c1C=NCc1ccccc1Cl	6	-4	6	0	-2	109	108	119
CC1CCCCC1NC(=O)C(Cc1ccccc1)NS(=O)(=O)c1cccs1 (stereo unspecified)	-9	-3	-1	-6	9	105	102	99
CCn1ccnc1CNC(=O)CC1C(=O)NCCN1Cc1ccc(OC)cc1OC (stereo unspecified)	-17	-11	1	6	4	95	95	95
CCOC(=O)c1cc2c(=O)n3ccccc3nc2n(C(C)C)c1=NC(=O)c1ccco1	5	-10	2	-12	-12	257*[may fluoresce violet]	93[may fluoresce violet]	35*[may fluoresce violet]
CCNc1c([N+](=O)[O-])c(=O)n(CC)c2ccccc12	2	-8	2	6	4	92	99	96
Cc1c(Cl)cccc1NC(=O)CNC(=O)CCS(=O)(=O)c1ccc(F)cc1	nt	-14	0	0	-6	102	105	103
CC1(C(=O)Nc2ccccc2)Cc2ccccc2C(=O)O1 (stereo unspecified)	-3	-15	-1	10	0	98	97	94
COc1ccc(OC)c(S(=O)(=O)CC(O)CS(=O)(=O)c2ccccc2)c1 (stereo unspecified)	2	9	-4	0	2	105	98	103
COc1ccccc1N1CCN(C(=O)c2cc3c(-c4ccc(Cl)cc4)nn(C)c3s2)CC1	7	2	121*	15	6	107	115	89
Cc1ccc(C(=O)N2CCN(c3ccccc3O)CC2)cc1S(=O)(=O)N1CCCCC1	-2	-9	0	-6	-1	95	102	97
COc1ccccc1C(=O)NC(=O)Nc1cccc(Cl)c1	5	4	45	-13	1	100	114	107
O=C(OCc1nc2ccc(Cl)cc2n1CCO)c1ccccc1	-3	0	10	9	7	103	86	110
COc1ccc(N(CC(=O)NC2CCCCC2)C(=O)c2ccc(C)s2)c(OC)c1	-5	11	-2	3	5	104	99	99
COc1cccc(NC(=O)/C=C/c2ccco2)c1	6	6	10	-3	-5	99	113	96
CCOC(=O)N1CCC(N(CCOC)C(=O)Nc2ccc(CC)cc2)CC1	-3	7	0	3	7	104	99	97
Fc1ccc(COc2cccc(CNCc3ccncc3)c2)cc1	-4	-10	6	9	-2	93	99	91
CCOc1ccc(NC(=S)NC(=O)c2cccnc2)c([N+](=O)[O-])c1	3	-16	5	-12	-3	109	99	100
CSc1cccc(N2CC(C(=O)Nc3cccc(S(=O)(=O)N4CCCC4)c3)CC2=O)c1 (stereo unspecified)	-7	-19	2	-5	-13	95	108	100
Cc1cc[n+](CCc2ccccc2)cc1C	-13	-6	1	1	7	114	89	111
COc1cc2cc(C(c3nnnn3C(C)(C)C)N3CCc4ccccc43)c(=O)[nH]c2cc1OC (stereo unspecified)	-2	4	3	2	1	107	97	101
CC(C)=CCOc1ccc([C@@H]2COc3c(ccc4c3C=CC(C)(C)O4)C2)c(O)c1	1	7	0	3	-3	107	95	96
CCC1CCC2(CC1)NC(CO)(CO)CO2 (stereo unspecified)	-1	-5	0	-5	2	108	98	104
Cc1ccc(NC(=O)CCC(=O)NNC(=O)C(C)(C)C)c(C)c1	-7	-7	3	-5	0	101	102	97
COc1ccc(CN2CCOC2=O)cc1OC	1	11	0	12	8	106	110	106

# Of the compounds above, these have two or more sulfur atoms:
Structure	EBNA-1 inh	ZTA counter	AHR act	procasp7 counter	procasp3 activ	MEP2 TOR yeast	LAP4-GFP MLPCN	RPL19A-GFP yeast
CC1CCCCC1NC(=O)C(Cc1ccccc1)NS(=O)(=O)c1cccs1 (stereo unspecified)	-9	-3	-1	-6	9	105	102	99
COc1ccc(OC)c(S(=O)(=O)CC(O)CS(=O)(=O)c2ccccc2)c1 (stereo unspecified)	2	9	-4	0	2	105	98	103
CSc1cccc(N2CC(C(=O)Nc3cccc(S(=O)(=O)N4CCCC4)c3)CC2=O)c1 (stereo unspecified)	-7	-19	2	-5	-13	95	108	100

# Additional results:
Structure	EBNA-1 inh	ZTA counter	AHR act	procasp7 counter	procasp3 activ	MEP2 TOR yeast	LAP4-GFP MLPCN	RPL19A-GFP yeast
O=C(Nc1ccc(-c2noc(-c3ccccc3F)n2)cc1)c1cccs1	-8	-9	1	4	0	94	97	94
N#CCC(=O)N/N=C/c1ccc(OS(=O)(=O)c2ccccc2)cc1	-1	13	-2	-4	-2	94	87	99
OC(COCc1ccccc1)CN1CCN(Cc2ccc3c(c2)OCO3)CC1 (stereo unspecified)	10	-11	-2	4	6	107	96	101
O=C(Nc1ccccc1)c1nc[nH]c1C(=O)NCCCNC(=O)c1[nH]cnc1C(=O)Nc1ccccc1	nt	nt	40	9	1	90	76	101
COc1ccc(OCc2nnc(SCC(=O)NC3CCCCC3)o2)cc1	-2	-12	3	2	-4	104	101	105
CCOc1ccc2nc(NC(=O)CSc3nc4c(c(=O)n(C)c(=O)n4C)n3CC)sc2c1	-3	-9	2	6	-9	100	101	100
CCCCC1=CC2=CC(=O)C(C)(OC(=O)CC)C(=O)C2=CN1Cc1ccccc1 (stereo unspecified)	8	11	0	8	3	88	102	87
CN1CCN(c2nc(-c3cccs3)cc(C(F)(F)F)n2)CC1	3	0	4	2	12	101	101	100
N#Cc1ccc(CO/N=C/c2ccccc2)cc1	8	-4	-2	3	0	84[may fluoresce red]	88[may fluoresce red]	?
Cc1ccc(C)c(C(=O)CCC(=O)OCn2nnc3ccccc3c2=O)c1	nt	-11	0	5	6	97	111	95
CNc1ccc([N+](=O)[O-])cc1C(=O)O	-4	-11	-2	-1	11	85	93	94
C=CCCN([C@@H](C)C(=O)OC)S(=O)(=O)c1ccccc1Br	1	5	1	0	4	92	127	98
COC(=O)C1=C(N)OC2=C(C(=O)CC(C)(C)C2)C1c1ccccc1OC (stereo unspecified)	-8	-10	3	-6	-7	103	101	108
Cc1noc(/C=C/N(C)C)c1S(=O)(=O)N1CCCC(C(=O)Nc2ccc3c(c2)OCO3)C1 (stereo unspecified)	10	12	2	5	2	92	95	89
Nc1nc(SCC(=O)N2CCN(S(=O)(=O)c3ccc(Cl)cc3)CC2)n[nH]1	-5	12	-1	14	4	71	104	95
COC(=O)c1ccc(-n2cncn2)c(F)c1	-12	-4	-5	-4	9	96	95	nt
CCC(C)(c1ccc(C(=O)OC)s1)c1ccc(C(=O)OC)s1	-1	-8	6	-11	-1	100	101	100
Cc1ccc2nc(C)cc(N/N=C/c3ccccc3O)c2c1	-10	-33	15	-8	7	106	96	102
N#Cc1ccc(OCC(=O)N2CCCC2=O)cc1	nt	-4	1	9	0	92	90	96
FC(F)(F)c1ccnc(NCc2ccc(Cl)cc2)n1	-1	2	-1	2	3	112	106	105
COC(=O)c1ccc(NC(=O)COc2cccc3c2OC(C)(C)C3)cc1	-6	-9	0	5	-3	113	103	94
Cc1cc(NC(=O)CSc2nc(CCC3CCCC3)nc3ccccc23)no1	5	7	1	-9	4	93	103	92
O=c1[nH]c(C2CCN(S(=O)(=O)c3cccc([N+](=O)[O-])c3)CC2)nc2c1nnn2Cc1ccccc1	4	-4	-3	-9	-3	104	94	99
Cc1[nH]n(-c2ccccc2)c(=O)c1C=NC1CCCCCC1	4	1	10	9	7	99	84	94
Cc1cccc(C(=O)Oc2ccc3ccc(O)cc3c2)c1	-11	-8	3	-9	3	104	90	102

# Further compounds follow.
Structure	EBNA-1 inh	ZTA counter	AHR act	procasp7 counter	procasp3 activ	MEP2 TOR yeast	LAP4-GFP MLPCN	RPL19A-GFP yeast
O=C(O)[C@@H]1CCCN1C(=O)c1ccccc1N1C(=O)[C@@H]2Cc3c([nH]c4ccccc34)C(c3cccc(Cl)c3)N2C1=O (stereo partly specified)	-1	9	15	9	11	?	94[may fluoresce red and violet]	?
Oc1ccc(C=NC2CCCCC2)cc1	11	12	0	-3	4	97	98	98
CC1CCCN(C(=O)CSc2cnc3ccccc3n2)C1 (stereo unspecified)	9	-4	10	-1	12	102	95	99
O=C(NCCc1c[nH]c2ccccc12)C(=O)c1c[nH]c2ccccc12	2	-2	2	2	2	108	102	98
COc1ccccc1NS(=O)(=O)c1ccc(C(=O)NCc2ccco2)cc1	nt	nt	1	7	-3	89	101	90
CNc1oc(Cc2ccccc2)nc1S(=O)(=O)c1ccccc1	7	-2	1	-6	-5	94	94	99
CCCCn1c(-c2sccc2C)n[nH]c1=S	-9	-8	0	-15	-6	97	98	93
Cc1[nH]nc2c1C(c1cccs1)C(C#N)=C(N)O2 (stereo unspecified)	1	4	-3	-12	5	99	100	98
CCc1ccc(N(CC(=O)NCC2CCCO2)C(=O)CCC(=O)Nc2nccs2)cc1 (stereo unspecified)	-1	-3	0	7	-4	103	95	104
Cc1ccc2[nH]c3c(c2c1)CN(C(=O)CN(C)CC1OCCO1)CC3	6	-11	7	-4	-1	100	99	103
COc1ccc2c(c1)c(N=NC(N)=S)c(O)n2CC(=O)c1ccccc1	-4	-1	14	-3	4	107	118	102
O=C(COC(=O)CCCN1C(=O)c2cccc3cccc(c23)C1=O)Nc1ccc(Cl)cc1	11	-5	2	9	8	105	98	107
C=CCc1c(C)[nH]c2c(OC)cccc2c1=S	-13	-7	6	-3	-5	98	103	96
CCCN(CCC)c1ccc(C(O)c2nnc(-c3ccccc3)o2)cc1 (stereo unspecified)	-6	17	10	-10	-1	94	87	102
CCN(CC)S(=O)(=O)c1ccc(OC)c(NC(=O)C(Cc2ccccc2)N2C(=O)c3ccccc3C2=O)c1 (stereo unspecified)	5	6	5	10	-4	103	95	106
COc1ccc(CC(=O)NCc2nn(-c3ccccc3)nc2C)cc1OC	3	-4	15	2	4	98	107	95
COc1ccc(Nc2nc3ccccc3n3cnnc23)cc1Cl	-2	27	4	-1	-1	115	113	99
CC(=O)C1=C(C)NC(SCC(=O)Nc2nc3ccccc3s2)=C(C#N)C1c1ccc(Cl)cc1 (stereo unspecified)	7	1	12	-4	1	93	88	107
Cc1cc(C)nc(NC(=S)Nc2ccc(F)cc2F)c1	2	9	22	6	-3	93	93	90
COC(=O)/C=C1\S/C(=N/N=C/c2ccccc2)NC1=O	6	6	15	11	-6	127	112	109
Brc1ccc(C=Nc2ccc3c(c2)OCCOCCOCCO3)s1	-5	6	2	2	0	101	100	101
O=C(Cn1ccccc1=O)c1ccc(Cl)cc1	-8	1	-4	0	0	95	121	95
Nc1ccn([C@@H]2O[C@H](CO)[C@@H](O)[C@@H]2O)c(=O)n1	3	7	-3	-2	6	95	105	101
Cc1ccc(Nc2c([N+](=O)[O-])ccc3nonc23)cc1C	-7	-2	-1	0	-1	103	91	105
CC1CCCCC1NC(=O)c1nn(C)c(=O)c2ccccc12 (stereo unspecified)	10	9	-1	15	5	102	95	98

# More structures
Structure	EBNA-1 inh	ZTA counter	AHR act	procasp7 counter	procasp3 activ	MEP2 TOR yeast	LAP4-GFP MLPCN	RPL19A-GFP yeast
CCCN(CCC)C(=O)c1cc(S(=O)(=O)N2CCCCC2)c[nH]1	8	0	0	7	-2	110	100	99
O=C(COC(=O)COc1ccc(Br)cc1)NC1CCCCCC1	nt	9	0	9	7	93	96	98
COc1ccc(C(=O)NC(=O)CSc2nc3nc(C)cc(C)n3n2)cc1	nt	nt	0	-12	3	97	111	94
COc1ccc2nc(N3CCCCC3)c(/C=C3\SC(=S)NC3=O)cc2c1	9	7	0	4	-4	98	108	104

# Assay outcomes deposited in PubChem BioAssay by several laboratories.
